# Screens as filed in PubChem.
# KCC2 mod: KCC2 (human) Cl- transport modulation; 2.2% of 190,000 active; Q9H2X9; KCC2 cells, thallium flux FluoZin-2 fluorescence; B-score of Tl+ flux slope (higher = more flux/activation; lower = inhibition) at 10 µM;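 active means thallium flux slope and its plate-corrected score both differing from the plate sample mean at a set confidence after two filtering rounds, in either direction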;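 further: slope of fluorescence scaled to starting intensity during 10 to 20 s after thallium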
# FXIIa inh 1536: blocks human coagulation factor XIIa protease activity. P00748. purified FXIIa, Boc-QGR-AMC fluorogenic substrate, 2 h. inhibition, % at 5 µM. 0.3% of 220,000 active; in the data active means inhibition above about 40%;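 further: 0% = enzyme with no compound and 100% = blank without enzyme; many of its hits are not listed in these tables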
# Furin inhibitor: human furin inhibition; P09958; purified furin, fluorogenic substrate cleavage; 0.061% of 220,000 active; inhibition, % at 30 µM; AID 463115; in the data active means inhibition above about 25%; further: inactives centre near -15
# PERK inhibitor: inhibitors of human PERK kinase | AID 1416 | 0.17% of 220,000 active | CHO PERK-DD fusion, SEAP luminescence translation reporter | inhibition, % at 5.6 µM | Q9NZJ5;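 active means inhibition above the mean inhibition of all tested compounds plus 3 SD, set separately per screening campaign, cut at about 2.9% in these data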;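 further: PERK kinase domain activated by AP20187 dimerizer at 100 nM; 0% = DMSO with dimerizer and 100% = rapamycin at 8.4 µM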
# Thrombin inh: blocks human thrombin protease activity; inhibition, % at 5 µM; P00734; AID 1046; 0.26% of 220,000 active; alpha-thrombin, Boc-VPR-AMC fluorogenic substrate cleavage;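 active means inhibition at or above 40%; inactive means inhibition below 40%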;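 further: 0% = enzyme with no compound and 100% = wells without enzyme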
#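 Test system: human alpha-thrombin protein / Dosing: one concentration per compound, 5 µM, with 0.2% DMSO / Medium: pH 7.5 Tris-saline with Tween 20 / Benchmarks: no-compound enzyme wells and no-enzyme blanks / Read-out basis: percent inhibition of thrombin substrate cleavage / Timing: reaction at room temperature / Measured by: fluorescence, ex 355 nm, em 460 nm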
# hK5 inh: blocks human kallikrein 5 protease activity; Q9Y337; recombinant hK5, fluorogenic AMC substrate cleavage; inhibition, % at 5 µM; 0.59% of 210,000 active; AID 873;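 active means inhibition of 40% or more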;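 further: 0% = enzyme controls without compound and 100% = no-enzyme blanks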
# Target sequence (Q9Y337 67-293 limits assumed): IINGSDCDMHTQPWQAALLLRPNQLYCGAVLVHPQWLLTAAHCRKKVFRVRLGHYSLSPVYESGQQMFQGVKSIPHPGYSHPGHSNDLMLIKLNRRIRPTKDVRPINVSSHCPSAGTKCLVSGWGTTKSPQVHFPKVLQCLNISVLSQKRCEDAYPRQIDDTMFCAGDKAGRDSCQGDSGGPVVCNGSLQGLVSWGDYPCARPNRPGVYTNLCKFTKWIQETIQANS
# p97 inhibitor: blocks human p97 ATPase activity. P55072. recombinant p97 ATPase, Kinase-Glo ATP luminescence, 3 h. 0.42% of 220,000 active. inhibition, % at 8 µM; in the data active means inhibition above about 15%;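 further: 0% = DMSO vehicle and 100% = wells lacking enzyme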
# FXIa inh 1536: blocks human coagulation factor XIa protease activity; 0.14% of 220,000 active; AID 798; P03951; purified FXIa, Boc-Glu-Ala-Arg-AMC fluorogenic substrate; inhibition, % at 5 µM;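 active means inhibition of at least 40%; inactive means inhibition below 40%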;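 further: fluorescence of freed AMC excited at 355 nm; 0% = enzyme without compound and 100% = no enzyme blank; many of its hits are not listed in these tables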
# Target sequence (P03951 19-387 limits assumed): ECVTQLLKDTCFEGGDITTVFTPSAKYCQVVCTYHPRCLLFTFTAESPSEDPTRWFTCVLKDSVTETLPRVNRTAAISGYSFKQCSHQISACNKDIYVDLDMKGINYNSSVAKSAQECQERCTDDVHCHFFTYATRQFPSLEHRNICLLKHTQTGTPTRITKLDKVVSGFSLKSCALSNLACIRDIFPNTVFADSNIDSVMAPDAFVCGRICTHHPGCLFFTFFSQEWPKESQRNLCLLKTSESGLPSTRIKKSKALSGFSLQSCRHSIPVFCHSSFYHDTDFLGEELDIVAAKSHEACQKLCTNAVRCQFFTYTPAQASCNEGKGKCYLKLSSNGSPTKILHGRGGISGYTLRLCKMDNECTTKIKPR
# Target sequence (P03951 388-625 limits assumed): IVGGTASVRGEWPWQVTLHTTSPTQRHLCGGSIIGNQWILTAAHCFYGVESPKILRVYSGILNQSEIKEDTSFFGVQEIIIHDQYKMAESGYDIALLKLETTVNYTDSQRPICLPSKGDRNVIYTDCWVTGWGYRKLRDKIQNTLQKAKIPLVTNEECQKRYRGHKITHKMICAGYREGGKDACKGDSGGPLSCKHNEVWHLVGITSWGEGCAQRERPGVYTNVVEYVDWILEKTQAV
# Wee1 degr inh: human Wee1 degradation inhibition, primary screen; reporter increase, % at 5 µM; AID 1321; P30291; 1.2% of 220,000 active; HeLa Luc-Wee1K328M stability, luciferase luminescence; 100% = proteasome inhibitor MG132 effect;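 active means activation above the mean of all tested compounds plus 3 SD, set per screening run, cut at about 8.8% in these data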;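 further: cells exposed to compound for 20 h before luminescence read; 0% = DMSO alone and 100% = MG132 at 30 µM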
# * = called active by the depositor; x = not tested or not shown; [ ] = dose if it differs, or a comment.
SMILES,KCC2 mod,FXIIa inh 1536,Furin inhibitor,PERK inhibitor,Thrombin inh,hK5 inh,p97 inhibitor,FXIa inh 1536,Wee1 degr inh
COc1cccc(N(C(=O)CNC(=O)c2ccco2)C(C(=O)NC2CCCCC2)c2ccncc2)c1 (stereo not drawn),x,13,-9,0.9,1,-3,0,-4,0
Cc1ccccc1NC(=S)N(Cc1cccnc1)Cc1ccccc1Cl,1.3,7,-19,-0.4,-3,0,7,-2,-2
O=S(=O)(c1ccc(NC(=S)N/N=C/c2ccc(O)c(O)c2)cc1)N1CCOCC1,0.15,1,-15,1.0,-3,-7,19*,3,-1
C/C=C/c1ccc(OCCCNC(C)CC)c(OC)c1 (stereo not drawn),x,-4,-14[20 µM],-0.3,-2,10,3,-1,0
Cc1cc(C)c(C#N)c(SCC(=O)c2cc(C)n(CCc3ccccc3)c2C)n1,-0.94,14,-8[20 µM],-1.2,1,2,1,2,0
COc1ccc(NC(=O)c2ccc3c(c2)OCO3)cc1[N+](=O)[O-],-0.39,4,-8,1.1,-6,2,6,3,7
CCCCCn1c(=O)[nH]c2cc(C(=O)NCc3ccco3)ccc2c1=O,-0.71,-3,-12[20 µM],-0.1,-9,-30,0,-2,1
O=C1CCCc2c1cc(C(=O)Nc1ccc(Br)cn1)c(=O)n2-c1ccccc1,2.3,8,-13[20 µM],-0.2,-2,0,0,0,0
Cc1c(-c2n[nH]c(=S)n2-c2ccc(Br)cc2)nnn1-c1ccc(Cl)cc1,5.4*,6,-17,0.4,2,-7,1,-2,-1
CCCn1c(SCC(=O)NCCc2ccc(Cl)cc2Cl)n[nH]c1=O,-0.38,5,-6,0.2,-1,3,0,6,-4
COc1ccc(/C=N/Nc2nncc3ccccc23)cc1,0.53,4,-12,-0.2,-10,-4,1,1,4
COc1cc(NC(=S)NCCc2c[nH]c3ccccc23)c(OC)cc1Cl,-0.098,4,-14,0.0,-12,-10,-1,-9,-2
C/C=C(/C)C(=O)OC1c2c(ccc3ccc(=O)oc23)OC(C)(C)C1OC(C)=O (stereo not drawn),-0.93,13,-18[20 µM],-2.0,2,2,-6,10,-3
O=[N+]([O-])c1cc(CN(CCO)CCO)ccc1O,x,6,6,0.7,-4,1,4,0,-2
O=C(CSc1ccc(Cl)cc1)NN=C1CCCCCC1,x,9,-27,0.1,2,6,1,1,3
C[C@@H]1NC(=O)c2cc([N+](=O)[O-])cc(I)c2OCC[C@@H](C(=O)NC(CC(=O)O)C(N)=O)NC(=O)[C@H](CC(N)=O)NC1=O (stereo partly drawn),0.11,13,-8,1.1,2,-5,-5,6,0
Cc1ccc(-c2nn(C)c(=O)c3ccccc23)cc1CN1CCOCC1,-1.8,12,-13,-0.2,1,-9,-1,1,0
Cc1cc(C)c2c(n1)sc1c(-c3ccccc3)c(C#N)c(N)nc12,0.16,16,-19,0.6,-3,-18,0,8,-1
CCCS(=O)(=O)N1CCCC(C(=O)NCCCN2CCN(c3ccccc3F)CC2)C1 (stereo not drawn),0.54,4,-10,-1.3,3,-16,-2,1,-3
Cc1ccc(SCc2[nH]nc3c2C(c2cccnc2)C(C#N)=C(N)O3)cc1 (stereo not drawn),0.043,10,-22,0.4,5,7,5,4,5

# Reprinted from the part before: 3 entries, then new ones.
SMILES,KCC2 mod,FXIIa inh 1536,Furin inhibitor,PERK inhibitor,Thrombin inh,hK5 inh,p97 inhibitor,FXIa inh 1536,Wee1 degr inh
Cc1cc(C)c2c(n1)sc1c(-c3ccccc3)c(C#N)c(N)nc12,0.16,16,-19,0.6,-3,-18,0,8,-1
CCCS(=O)(=O)N1CCCC(C(=O)NCCCN2CCN(c3ccccc3F)CC2)C1 (stereo not drawn),0.54,4,-10,-1.3,3,-16,-2,1,-3
Cc1ccc(SCc2[nH]nc3c2C(c2cccnc2)C(C#N)=C(N)O3)cc1 (stereo not drawn),0.043,10,-22,0.4,5,7,5,4,5
COc1ccc(C2(O)CCN(C(=O)c3c(F)cccc3F)CC2)cc1,-1.3,11,-7,1.4,3,4,2,1,-1
COc1ccc(-c2noc(CSc3nc(-c4ccccc4)cc(=O)[nH]3)n2)cc1OC,-1.2,19,-24[20 µM],1.0,2,-2,2,3,14*
CCCOC(=O)CSc1nnc(-c2ccccc2Cl)o1,-2,14,-7,0.4,-2,-10,0,2,1
CCOc1ccc(NC(=O)c2sc(NC(C)=O)c(C(=O)OC)c2C)cc1,-0.78,8,-17,0.6,-6,5,-2,9,-4
COc1cccc(N=c2oc3ccc(OC)cc3cc2-c2nc3ccccc3[nH]2)c1,-0.39,-2,-6[20 µM],-2.4,-1,3,-22,0,1
O=C(C[n+]1cccc(CNC(=O)c2ccc(OC(F)F)cc2)c1)Nc1ccc(F)cc1,-0.03,10,-15,0.5,-3,-7,3,7,3
CC(C)CN(C(=O)COC(=O)c1nc(Cl)ccc1Cl)C1CCS(=O)(=O)C1 (stereo not drawn),0.34,0,-23,-0.2,-6,-4,2,-6,-4
O=C(Nc1ccccc1)c1ccc(S(=O)(=O)N(CCO)CCO)cc1,x,-7,-6[20 µM],1.1,-2,-6,2,4,3
COc1ccc(/C=N/NC(=O)c2cnccn2)c(OC)c1OC,1.2,10,-24,1.1,-1,-2,0,5,-3
CN1CCN(CCOC2Cc3ccccc3Sc3ccc(Cl)cc32)CC1 (stereo not drawn),-0.022,5,-21,-0.6,-3,-10,-4,13,-2
Cc1cc(C)nc(N/N=C/C2=C(O)CC(c3ccccc3)CC2=O)n1 (stereo not drawn),-0.15,10,23,1.6,7,-35,7,-1,0
O=C(NCc1ccco1)C(c1cccs1)N(C(=O)Cc1cccs1)c1ccccc1 (stereo not drawn),-0.52,7,-25,-0.4,-4,4,4,-4,-2
O=C(c1cccs1)c1coc2ccc(O)c(CN(CCO)CCO)c12,x,27,-26[20 µM],-0.1,0,13,1,17,-3
CCOC(=O)C1=C(CN2CCOCC2)NC(=O)NC1c1cc(C)ccc1C (stereo not drawn),0.61,5,-19[20 µM],0.5,-2,5,-4,12,-1
Cc1ccc(-n2c(C)c([N+](=O)[O-])c3ccc(O)c(CN(C)C)c32)cc1,x,19,-30[20 µM],-1.2,9,11,-1,-10,-2
COc1ccc(/C=C/C(=O)OCC(=O)c2ccc3c(c2)NC(=O)CO3)cc1,-0.57,4,-19,0.6,0,1,-1,12,1
CN(C)c1ccc(-c2nnn(CC(=O)NCc3ccc4c(c3)OCO4)n2)cc1,-0.88,3,-7,2.1,4,-15,3,0,-3
O=C1CN(C(=O)C2CCCC2)CCN1,0.082,6,-22,0.9,-7,-23,-3,-2,1
CN(Cc1ccccc1)C(=O)COC(=O)Cn1cnc2ccccc21,0.13,8,-15,-0.7,-6,4,3,0,0
COc1ccc(NS(=O)(=O)c2ccc3nc(COc4ccc(C#N)cc4)[nH]c3c2)cc1,1.6,17,-24,-0.1,-7,-6,4,8,2
O=C(O)CSc1nnc(COc2cccc3cccnc23)n1-c1cccc(C(F)(F)F)c1,-0.0062,7,-23,0.7,4,-4,-1,-2,4
COc1ccc(CN(CCN(C)C)Cc2ccccc2)c(OC)c1,x,12,-11,-0.6,1,-16,-1,-2,-1
Cc1cc(=O)oc2cc(OCc3ccc(C(=O)OCC(=O)Nc4ccccc4OC(F)F)cc3)ccc12,-0.49,8,-20,1.5,-2,-8,-6,8,3
O=C1CSC(c2ccccc2[N+](=O)[O-])N1c1ccccc1 (stereo not drawn),0.45,6,-18,1.8,3,-7,1,-2,0
CCc1sc(C(=O)N2CCc3ccccc32)cc1C,-3.3,11,-30,0.4,-5,-1,-7,-2,5
CCC(=O)N(CC(=O)Nc1sc(C)c(C)c1C(N)=O)C1CCCC1,-0.56,-3,-19,0.1,2,-41,3,-3,-1
COC(=O)NNC(=O)Cc1cccc2ccccc12,-0.5,19,-12,-0.2,-7,-12,6,12,1
COc1ccccc1-n1c(CNC(=O)c2cccs2)n[nH]c1=S,-0.67,8,-9,0.5,-1,-16,-4,1,1
O=c1c2cc(Cl)ccc2[nH]c(=S)n1Cc1cccs1,19*,3,-10,-0.1,-10,-14,-1,-4,-2
CCOC(=O)COc1ccc2ccccc2c1/C=C/[N+](=O)[O-],-0.34,5,-15,-0.8,-6,-22,9,3,0
Cc1ccc2c(c1)NC(=O)C(CC(=O)NCc1ccc(F)cc1)O2 (stereo not drawn),-0.53,14,-21,0.9,8,-2,2,3,-3
O=C(CSc1nc2ccccc2c(=O)n1Cc1ccco1)NCc1ccccc1,4*,x,-7[20 µM],0.3,x,x,7,x,-5

# Of the compounds above, 13 have an aryl methoxy group:
SMILES,KCC2 mod,FXIIa inh 1536,Furin inhibitor,PERK inhibitor,Thrombin inh,hK5 inh,p97 inhibitor,FXIa inh 1536,Wee1 degr inh
COc1cccc(N(C(=O)CNC(=O)c2ccco2)C(C(=O)NC2CCCCC2)c2ccncc2)c1 (stereo not drawn),x,13,-9,0.9,1,-3,0,-4,0
C/C=C/c1ccc(OCCCNC(C)CC)c(OC)c1 (stereo not drawn),x,-4,-14[20 µM],-0.3,-2,10,3,-1,0
COc1ccc(NC(=O)c2ccc3c(c2)OCO3)cc1[N+](=O)[O-],-0.39,4,-8,1.1,-6,2,6,3,7
COc1ccc(/C=N/Nc2nncc3ccccc23)cc1,0.53,4,-12,-0.2,-10,-4,1,1,4
COc1cc(NC(=S)NCCc2c[nH]c3ccccc23)c(OC)cc1Cl,-0.098,4,-14,0.0,-12,-10,-1,-9,-2
COc1ccc(C2(O)CCN(C(=O)c3c(F)cccc3F)CC2)cc1,-1.3,11,-7,1.4,3,4,2,1,-1
COc1ccc(-c2noc(CSc3nc(-c4ccccc4)cc(=O)[nH]3)n2)cc1OC,-1.2,19,-24[20 µM],1.0,2,-2,2,3,14*
COc1cccc(N=c2oc3ccc(OC)cc3cc2-c2nc3ccccc3[nH]2)c1,-0.39,-2,-6[20 µM],-2.4,-1,3,-22,0,1
COc1ccc(/C=N/NC(=O)c2cnccn2)c(OC)c1OC,1.2,10,-24,1.1,-1,-2,0,5,-3
COc1ccc(/C=C/C(=O)OCC(=O)c2ccc3c(c2)NC(=O)CO3)cc1,-0.57,4,-19,0.6,0,1,-1,12,1
COc1ccc(NS(=O)(=O)c2ccc3nc(COc4ccc(C#N)cc4)[nH]c3c2)cc1,1.6,17,-24,-0.1,-7,-6,4,8,2
COc1ccc(CN(CCN(C)C)Cc2ccccc2)c(OC)c1,x,12,-11,-0.6,1,-16,-1,-2,-1
COc1ccccc1-n1c(CNC(=O)c2cccs2)n[nH]c1=S,-0.67,8,-9,0.5,-1,-16,-4,1,1
